Bioassay records from PubChem BioAssay.
IkB signaling: inhibitors of IkB signaling in ABC-DLBCL cells; Potency, µM (highest dose often 57.1 µM), without a hit: at the top dose IkBa stabilization activation; 110,000 compounds, 0.04% hits; ABC-DLBCL IkBa-CBG/CBR dual luciferase ratio, 4 h; response scale: scaled: untreated 0%, proteasome inhibitor 100%; active = well fitted curve in the direction sought with a large enough effect in the signal ratio, not every such curve was filed as active; inconclusive = small, poorly fitted or top-dose-only effect, or a change in a side signal; the % refers to the signal ratio;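 note: the direction sought is a rising ratio; 0% = basal untreated cells and 100% = reference inhibitor full response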
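Luminescence ratio of IκBα-fused green versus native red beetle luciferase in OCI-Ly3 cells, 4 h post-doxycycline with compound; red signal alone, scaled from basal (0%) to zero light (-100%), flagged nonspecific or cytotoxic effects.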
p53ts 32C tox: p53ts cell cytotoxicity, permissive temperature; Potency, µM (highest dose often 46.1 µM), for inactives: top-dose activity change, negative = cytotoxicity, actives largely listed as cytotoxic; AID 924; H1299-p53A138V at 32C, ATP luminescence viability, 24 h; 130,000 compounds, 0.93% hits;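 note: 0% = DMSO and -100% = full killing by reference compound; nearly all actives have a fitted effect of over 55% in size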
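H1299-p53 A138V cells (temperature-sensitive p53) exposed 24 h to up to 46 uM compound at 32C, where p53 is wild-type in conformation. Viability read as ATP luminescence and normalised to DMSO and 100 uM tamoxifen. AC50 fitted with the Hill equation.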
Peg3 imprint: genomic imprint erasure induction. mouse ES Peg3-LacZ reporter, beta-gal luminescence, 40 h. Potency, µM (doses to about 60.7 µM), for inactives: at the top dose activity change, positive = activation, most hits filed as activators. 110,000 compounds, 0.02% hits;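 note: 0% = negative control wells on the plate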
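Each well holds 300 Peg3LacZ-Neo (maternal) female ES cells incubated 40 h at 37C, 5% CO2. LacZ is measured by BetaGlo luminescence, with AC50 and maximum efficacy derived from dose-response curves.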
p53ts 39C kill: cytotoxicity in p53ts cells at nonpermissive temperature; H1299-p53A138V viability at 39C, ATP luminescence, 24 h; Potency, µM (titrated, usually from 46.1 µM), without a hit: at the top dose activity change, negative = cell killing, most hits filed as cytotoxic; 130,000 compounds, 1.5% hits; AID 902; note: nearly all actives have a fitted effect of over 55% in size
The depositor's hits bear a star; u = inconclusive; x = no result given; [ ] = remark or other dose. Unless noted, calls come from the whole dose curve; as a rule, active = well fitted curve in the direction sought with a large enough effect; inconclusive = small, poorly fitted or top-dose-only effect, or another doubt; inactive = no such curve, though single readings can be large; an effect the other way counts as inactive or inconclusive. Unless noted, % is set by controls: 0 for no effect and ±100 for the full control effect; potency is the fitted concentration of half-maximal effect.

Letters: A = IkB signaling; B = p53ts 32C tox; C = Peg3 imprint; D = p53ts 39C kill
COc1ccc(N2C(=O)C3CCCN3C2c2ccc(F)cc2)cc1Cl (stereo not drawn)
  A: 0.4%	B: -6%	C: -10%	D: -15%

CCOC(=O)C1CSC(CC(=O)Nc2ccc(Cl)cc2)C(=O)N1 (stereo not drawn)
  A: 0.9%	B: -4%	C: -8%	D: -13%

Cc1ccc(S(=O)(=O)NCCCNC(=O)c2ccccc2)cc1
  A: 0.6%	B: 1%	C: -1%	D: 8%

COc1cc(C(N)=O)cc(Br)c1OC
  A: 2.0%	B: 12%	C: 23%	D: 3%

Cn1cnnc1SCC(=O)Nc1ccc2nc(SCc3ccccc3Cl)sc2c1
  A: x	B: 3%	C: x	D: 14%

O=C(Nc1ccc(Cl)c(C(F)(F)F)c1)C(Cc1ccccc1)NS(=O)(=O)c1cccc2nsnc12 (stereo not drawn)
  A: u	B: 3%	C: 28%[10.9 µM]	D: 13%

COc1ccc(NC(=O)C(Cc2ccccc2)n2cccc2)cc1OC (stereo not drawn)
  A: 0.1%	B: 7%	C: u	D: -15%

COC(=O)C1C(=O)NC(SC)=C(C#N)C1c1ccccc1 (stereo not drawn)
  A: -2.0%	B: 12%	C: 1%	D: -18%

CC(=O)OC[C@H]1O[C@@H](CCO/N=C2/[C@H]3O[C@@H]3[C@@H](O)[C@H]3[C@H]2CCn2c(=O)n(-c4ccccc4)c(=O)n23)C=C[C@@H]1OC(C)=O
  A: x	B: -9%[9.22 µM]	C: x	D: 7%[9.22 µM]

CC1=C(c2ccc(F)cc2)S(=O)(=O)NC1=NCc1ccccc1Cl
  A: -0.3%	B: 4%	C: 7%[10.9 µM]	D: -24%

O=C(/C=C\Nc1ccc2c(c1)OCO2)c1ccccn1
  A: u	B: 1.6µM*	C: -86%[inhibitor]	D: 2.5µM*

CC(C)(CC(=O)O)Cc1nc(-c2ccc(Cl)cc2)no1
  A: 13%	B: 10%	C: -54%[inhibitor]	D: 1%

CC1(C)CC2(CC(C)(C)N1)OC(=O)N1CCc3ccccc3C12C (stereo not drawn)
  A: 3.2%	B: 10%	C: -10%	D: -1%

COc1cc(CNCC(C)C)cc(Br)c1OCC(=O)Nc1ccccc1
  A: x	B: 9%	C: x	D: -5%

Oc1cc(O)c2c(c1)OC(c1cc(O)c(O)c(O)c1)C(O)C2 (stereo not drawn)
  A: x	B: 2%	C: -4%	D: 14%

Remaining list, next part
Letters: A = IkB signaling; B = p53ts 32C tox; C = Peg3 imprint; D = p53ts 39C kill
O=C(NCc1ccccc1Cl)C1CCN(C(=O)c2sccc2-n2cccc2)CC1
  A: 3.8%	B: -4%	C: -13%	D: 4%

N#Cc1cc(C(=O)c2cc(Br)ccc2O)cn(C2CC2)c1=O
  A: 0.9%	B: 9%	C: -5%	D: -11%

O=C(CCn1cccc1)NC1CCCc2ccccc21 (stereo not drawn)
  A: x	B: -9%	C: x	D: -1%

COc1cc(CNC2CCCC2)cc(OC)c1OC
  A: 2.2%	B: 18%	C: x	D: 1%

CCCSc1ncc(Cl)c(C(=O)Nc2ccc(S(=O)(=O)N3CCCCC3C)cc2)n1 (stereo not drawn)
  A: -0.2%	B: 27%	C: -19%[10.9 µM]	D: -22%

CC(C)c1cnc2c(c1SCC(=O)NCc1ccccc1)c(=O)n(C)c(=O)n2C
  A: 1.4%	B: 3%	C: -4%[10.9 µM]	D: 8%

COc1cc(OC)c(NC(=O)C2CCN(S(=O)(=O)c3ccc4c(c3)oc(=O)n4C)CC2)cc1Cl
  A: 1.3%	B: 10%	C: -7%[10.9 µM]	D: -9%

CCCN(CCC)S(=O)(=O)c1ccc(NS(C)(=O)=O)cc1
  A: 0.4%	B: -2%	C: -9%	D: 8%

Cc1ccc(Nc2nc3ccccc3c3nncn23)cc1C
  A: -1.3%	B: -9%	C: -9%[10.9 µM]	D: -19%

O=C(Nc1ccccc1C(F)(F)F)C1CCN(c2nnc(-n3cccc3)s2)CC1
  A: u	B: 5%	C: -2%[10.9 µM]	D: -2%

CC(=O)N(C)c1ccc(NS(=O)(=O)Cc2ccccc2)cc1
  A: 3.7%	B: -11%	C: -5%	D: 5%

CCCCNc1nc(C)nc2c1nc(-c1ccccc1)n2CC1CCCN1CC (stereo not drawn)
  A: x	B: 0%	C: 11%	D: -1%

CCc1nnc(NC(=O)CSc2nnc(Cc3cccn3C)n2C)s1
  A: 4.3%	B: -24%	C: -33%[inhibitor]	D: -17%

COc1cc2c(=O)n(Cc3ccco3)c(=O)n(CC(=O)c3cccc(Br)c3)c2cc1OC
  A: 0.6%	B: -9%	C: 1%	D: 12%

CCN(CC)S(=O)(=O)c1ccc2c(c1)nc(SCc1nc3ccsc3c(=O)[nH]1)n2CC
  A: u	B: 2%	C: -18%	D: -2%

The final 2 compounds of the section above open the next one.
Letters: A = IkB signaling; B = p53ts 32C tox; C = Peg3 imprint; D = p53ts 39C kill
COc1cc2c(=O)n(Cc3ccco3)c(=O)n(CC(=O)c3cccc(Br)c3)c2cc1OC
  A: 0.6%	B: -9%	C: 1%	D: 12%

CCN(CC)S(=O)(=O)c1ccc2c(c1)nc(SCc1nc3ccsc3c(=O)[nH]1)n2CC
  A: u	B: 2%	C: -18%	D: -2%

COC(=O)COc1ccc2occ(C(C)=O)c2c1
  A: -1.3%	B: 17%	C: -8%	D: -2%

O=c1c(-c2cc(F)cc(F)c2)nc2cncnc2n1C1CC1
  A: 1.6%[11.4 µM]	B: -9%	C: 4%	D: -8%

CN1/C(=C\C(=O)CN2C(=O)NC3(CCCCCC3)C2=O)C(C)(C)c2ccccc21
  A: u	B: 9%	C: -14%	D: -26%

O=C(COc1nc2ccccc2nc1N1CCOCC1)NCC(F)(F)F
  A: x	B: 5%	C: x	D: 3%

Cc1oc(-c2ccccc2F)nc1CN1CCC(C(=O)NCc2cccs2)CC1
  A: 0.5%	B: -1%	C: -22%	D: 6%

O=S1(=O)CC(O)C(N2CCC(c3ccccc3)CC2)C1 (stereo not drawn)
  A: -0.6%	B: 3%	C: -12%	D: 5%

O=C(COC(=O)c1ccc(S(=O)(=O)NCc2ccco2)cc1)Nc1ccccc1OC(F)F
  A: 1.1%	B: 8%	C: 8%	D: 15%

C=CCn1c(=O)c2ccccc2n2c(SCc3nnc(-c4ccccc4Br)o3)nnc12
  A: 0.4%	B: 1%	C: 2%	D: -2%

CCOCCCNC(=O)c1cn(CC)c2ccc(S(=O)(=O)N3CCOCC3)cc2c1=O
  A: -4.4%	B: -4%	C: 24%[10.9 µM]	D: 13%

C#CCn1c(=O)n(-c2cccc(Cl)c2C)c(=O)c2c3c(sc21)CN(C(C)=O)CC3
  A: u	B: -5%	C: -16%[10.9 µM]	D: -17%

CCOC(=O)Cc1csc(NC(=O)COc2ccccc2OC)n1
  A: u	B: -3%	C: -10%	D: -6%

O=C1CC(C(=O)Nc2ncccn2)C(c2ccccc2)O1 (stereo not drawn)
  A: -0.9%	B: 2%	C: 2%	D: 15%

Cc1nnc(Sc2nc(Sc3nnc(C)s3)nc(N3CCN(C)CC3)n2)s1
  A: 7.9µM*	B: 20µM*	C: -24%	D: 4µM*

CCOC(=O)c1c(NC(=O)CSc2nnc(-c3cccnc3)o2)sc(C)c1C
  A: -2.3%	B: -10%	C: -3%	D: -7%

Cc1ccc2nc(-c3ccc(Cl)c(NC(=O)c4cccnc4)c3)oc2c1
  A: -2.0%	B: u	C: 11%[10.9 µM]	D: u

(list continues)
Letters: A = IkB signaling; B = p53ts 32C tox; C = Peg3 imprint; D = p53ts 39C kill
CN(C)S(=O)(=O)c1cccc(C(=O)NCCc2ccccc2)c1
  A: 1.6%	B: u	C: -17%	D: u

CCOc1ccc(CCNS(=O)(=O)c2cnc[nH]2)cc1OCC
  A: -1.1%	B: -2%	C: 10%	D: -1%

CCOc1ccccc1NC(=O)c1ccc(C(=O)Nc2ccccc2OCC)cc1
  A: 0.9%	B: -12%	C: -8%[10.9 µM]	D: -1%

CCOC(=O)c1c(-c2ccccc2)csc1NC(=O)c1nc(SCC)ncc1Cl
  A: u	B: 6%	C: 0%[10.9 µM]	D: 22%

CCN(c1nc(N)c(C(=O)N=C(N)N)nc1Cl)C(C)C
  A: -9.2%	B: 20%	C: -17%	D: 12%

Cc1cccc(NC(=O)Cn2nc(C)c3nn(-c4ccc(Cl)cc4)c(C)c3c2=O)c1C
  A: 1.4%	B: -8%	C: 5%[10.9 µM]	D: -21%

CSc1ccc(CCNC(=O)c2c(C)oc3ncn(C)c(=O)c23)cc1
  A: u	B: -5%	C: 7%[10.9 µM]	D: -7%

Cc1c(C(=O)N(C)C)sc2c1c(=O)n(-c1ccc(F)cc1)c(=O)n2CC(=O)N(C)c1ccccc1
  A: -1.6%	B: 7%	C: -11%[10.9 µM]	D: -10%

COc1ccc(Cl)cc1S(=O)(=O)NCc1cccs1
  A: 0.9%	B: 15%	C: u	D: 9%

COCCNC(=O)NC1(C(F)(F)F)Oc2ccc(Cl)cc2O1 (stereo not drawn)
  A: 2.0%	B: -19%	C: -22%	D: u

O=C(c1ccccc1F)N1CCN(S(=O)(=O)c2ccc(S(=O)(=O)N3CCCCC3)cc2)CC1
  A: 1.3%	B: -5%	C: -7%	D: 7%

CCOc1ccc(C(=O)Nc2c3c(nn2-c2cccc(Cl)c2)CS(=O)C3)cc1 (stereo not drawn)
  A: 1.2%	B: 3%	C: -6%	D: 10%

CCOC(=O)c1c(P(=O)(N2CCOCC2)N2CCOCC2)noc1N
  A: 1.0%	B: 1%	C: 1%	D: 10%

CC(C)NC[C@@H](O)c1ccc(O)c2ncccc12
  A: 2.0%[11.4 µM]	B: -1%[9.22 µM]	C: -10%[10.9 µM]	D: 13%[9.22 µM]

C=CC[C@@H]1C=C[C@H](O/N=C(\C)CCN2CCc3nc(CC)c(CC)cc3C2)[C@H](CO)O1
  A: x	B: 5%[9.22 µM]	C: x	D: 10%[9.22 µM]

(listing goes on)
Letters: A = IkB signaling; B = p53ts 32C tox; C = Peg3 imprint; D = p53ts 39C kill
O=C(O)CCc1ccc(-c2cccs2)n1-c1ccc(C(=O)O)cc1
  A: u	B: -1%	C: 1%	D: -10%

C=CCN1CN(S(=O)(=O)c2cccs2)c2nc3ccccc3nc21
  A: u	B: 4%	C: -4%	D: 6%

CCN(CC)C(=O)CSc1nnc(-c2cnccn2)n1-c1ccc(C)cc1
  A: 1.9%	B: 3%	C: -11%	D: 12%

CCc1nc2ccc(C(=O)N3CCN(c4cccc(Cl)c4)CC3)cc2nc1CC
  A: 1.9%	B: -2%	C: -3%[10.9 µM]	D: -21%

Cc1cc(=O)oc2cc(O)c(CN(C)CC(=O)O)cc12
  A: 1.2%[11.4 µM]	B: 3%[9.22 µM]	C: 1%[10.9 µM]	D: -9%[9.22 µM]

COc1ccc(C2CC(c3ccccc3C)n3nc(N)nc3N2)cc1 (stereo not drawn)
  A: 0.7%	B: 5%	C: 0%	D: -4%

CCOC(=O)CC(=O)CSc1nc(-c2cccnc2)cc(C)c1C#N
  A: -2.9%	B: 4%	C: -7%	D: 2%

COc1ccccc1C(CCNS(=O)(=O)c1ccc(C)cc1)c1ccco1 (stereo not drawn)
  A: x	B: -7%	C: x	D: -15%

CCc1ccc(-c2nn(CC(=O)NC3CCCCC3)c3c2cnc2ccc(OC)cc23)cc1
  A: -0.3%	B: 9%	C: -10%[10.9 µM]	D: -14%

COc1ccc(-n2ccnc2SCC(=O)Nc2ccc(OC)cc2OC)cc1
  A: -0.5%	B: -1%	C: -12%	D: -21%

Cc1ccc(CN2CCSc3ccc(C(=O)N4CCN(c5ncccn5)CC4)cc32)cc1
  A: 1.5%	B: -21%	C: 2%	D: 3%

COC(=O)C1Cc2c([nH]c3ccccc23)C(C)N1 (stereo not drawn)
  A: 0.1%	B: 1%	C: -9%	D: 0%

CCc1ccc(NC(=O)Cn2c(=O)n(CCCCC(=O)NCCc3ccccc3)c(=O)c3ccccc32)cc1
  A: 0.1%	B: 4%	C: -6%[10.9 µM]	D: -3%

N#Cc1c(NC(=O)CSc2ncnc3sccc23)oc(-c2ccco2)c1-c1ccco1
  A: u	B: 2%	C: -9%	D: -3%

Cc1ccc(NC(=O)c2cc(S(=O)(=O)NC3CCCCCC3)ccc2F)cc1F
  A: u	B: u	C: -17%[10.9 µM]	D: -22%

CO[C@@H]1COC(=O)C/C=C\[C@@H](C)[C@@H]2C=C[C@H](O)[C@@H](COC(=O)CCC[C@H]1C)O2
  A: x	B: -8%[9.22 µM]	C: x	D: 6%[9.22 µM]
